Rac1 GTP hydrolysis: MgcRacGAP GTPase-activating activity inhibitors, confirmation, biochemical, ADP Hunter fluorescence; MgcRacGAP-stimulated Rac1 GTP hydrolysis, ADP Hunter fluorescence; higher % means a stronger effect; GST-tagged Rac1 F28L mutant substrate; inhibition, % at 30 µM; hits with a dose series show IC50 in µM; hit rate 0.6% among 340,000;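 active means first-screen hits whose inhibition reached a set limit at any dose in the follow-up dose series; inconclusive means inhibition above the set first-screen limit but never retested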;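 further: fluorescence reports GDP produced by GAP-driven GTP hydrolysis; strong numbers were not always called active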
GPR35 antagonists: GPR35 antagonists blocking zaprinast-driven arrestin recruitment, primary screen, imaging, U2OS, beta-arrestin-GFP, zaprinast agonist (AID 2058); hit rate 0.052% among 290,000; one-dose inhibition, % at 10 µM; IC50 in µM for titrated hits; U2OS GPR35 beta-arrestin-GFP translocation imaging, zaprinast antagonism; higher % means a stronger effect;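 active means inhibition of at least 50% with at least 30 cells and total cytoplasm GFP at most 10,000,000; inconclusive means under 30 cells or total GFP of 10,000,000 plus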
GPR55 LPI antagonism: GPR55 antagonists blocking LPI-driven arrestin recruitment, primary screen, imaging, U2OS, beta-arrestin-GFP, LPI agonist (AID 2013) | U2OS GPR55 beta-arrestin-GFP translocation imaging, LPI antagonism; higher % means a stronger effect | one-dose inhibition, % at 10 µM; IC50 in µM for titrated hits | hit rate 0.13% among 290,000;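 active means spots per cell inhibited over 60%, with over 100 cells counted and total cytoplasm intensity under 500,000; inconclusive means wells with under 100 cells, flagged as likely toxic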;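 further: U2OS cells stably carrying GPR55 and arrestin-GFP stimulated by 5 µM LPI near EC80; imaged beta-arrestin-GFP aggregate spots per cell after agonist stimulation; plate controls were LPI-stimulated DMSO wells for no effect and DMSO wells without LPI for full effect; some results filed as inactive read as strong as hits; confirmed hits need IC50 under 10 µM and bright autofluorescent wells are also inconclusive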
SIAH1 antagonists: blockers of Siah-1 interaction with plectin peptide – biochemical, fluorescence polarization, rhodamine-plectin, uHTS, primary screen (AID 1817); Siah-1 / rhodamine-plectin peptide fluorescence polarization; higher % means a stronger effect; displacement, % at 20 µM, or IC50 in µM where a hit was titrated; hit rate 0.02% among 290,000;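 active means displacement of at least 50% at 20 µM, with a fluorescence ratio check between 0.3 and a set limit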;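 further: plate controls were Siah plus tracer with DMSO for no effect and tracer alone without Siah for full effect; strong numbers were not always called active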
HIV fusion peptide: cell-free HIV fusion peptide-binding blockers – biochemical, uHTS, fluorescence dequenching, primary screen (AID 1986); cell-free peptide binding, fluorescence dequenching, 30 min; higher % means a stronger effect; inhibition, % at 20 µM, or IC50 in µM where a hit was titrated; hit rate 0.3% among 290,000; in the data active means inhibition mostly above about 52%, no sharp cut-off; inactive means mostly below about 76%; further: some results filed as inactive read as strong as hits
NTR1 agonist: NTR1-driven beta-arrestin-GFP spot formation – imaging, U2OS cells, high content, primary screen (AID 493036); activation, % at 20 µM; hit rate 0.17% among 330,000; agonist mode; P30989;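 active means activation at or above 40% of the spot to cytoplasm intensity ratio, with at least 20 cells analyzed; inconclusive means wells under 20 cells, flagged as cytotoxic or low count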;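 further: 0% = DMSO without peptide and 100% = 100 nM NTR1 peptide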
Target sequence (P30989 whole entry, looked up): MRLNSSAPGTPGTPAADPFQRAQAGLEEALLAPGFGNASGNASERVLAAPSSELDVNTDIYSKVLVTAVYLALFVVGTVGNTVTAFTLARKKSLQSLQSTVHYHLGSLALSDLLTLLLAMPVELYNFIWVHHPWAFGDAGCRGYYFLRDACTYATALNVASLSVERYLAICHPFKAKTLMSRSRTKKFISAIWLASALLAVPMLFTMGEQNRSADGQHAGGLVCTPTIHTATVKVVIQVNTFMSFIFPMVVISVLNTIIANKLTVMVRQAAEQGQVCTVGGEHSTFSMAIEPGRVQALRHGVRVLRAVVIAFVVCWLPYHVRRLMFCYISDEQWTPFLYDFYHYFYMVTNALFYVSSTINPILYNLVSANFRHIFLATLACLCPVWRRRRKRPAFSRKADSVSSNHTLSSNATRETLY
Myeloid diff MLP: myeloid differentiation induction; ER-HoxA9 myeloid progenitors, lysozyme-GFP differentiation, flow cytometry; calls only at 10 µM; hit rate 1% among 360,000; AID 624256;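 active means normalized GFP-positive differentiation at or above the plate's own cutoff, the solvent-only control mean plus 3 SD; inconclusive means no clear call, values can overlap the other calls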;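 further: cells exposed to compound for four days before flow analysis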
LYP phosphatase: inhibitors of LYP phosphatase, biochemical, fluorescence intensity, uHTS (AID 1779). recombinant LYP phosphatase, fluorescence intensity; higher % means a stronger effect. inhibition, % at 11.5 µM, or IC50 in µM where a hit was titrated. hit rate 0.054% among 290,000; in the data active means inhibition above about 50%;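 further: plate controls were vehicle with enzyme for no effect and no enzyme for full effect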
PhoP inhibition: PhoP-dependent GFP reporter repression – Salmonella Typhimurium, primary screen (AID 1863); hit rate 0.16% among 300,000; S. Typhimurium PhoP-regulated promoter GFP reporter, 4 h; higher % means a stronger effect; one-dose inhibition, % at 50 µM; IC50 in µM for titrated hits;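 active means inhibition over 29.93%, a cutoff 3 SD above the screen mean, later confirmed by dose response; inconclusive means inhibition over 29.93% but no dose response follow-up; inactive means inhibition at most 29.93% or unconfirmed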;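 further: 0% = low Mg2+ inducing control and 100% = high Mg2+ repressing control; strong numbers were not always called active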
NTR1 agonist cell count 20 µM: recorded beside NTR1 agonist, whose call it bears; cell count; measured here: cell count, cytotoxicity flag
Myeloid diff MLP GFP+ MAC1+ %: further read-out of Myeloid diff MLP, marked with its call; GFP+ MAC1+ double positive, %; measured here: differentiation confirmed by MAC1 staining
* marks the source's active call; other numbers are inactive results; i = inactive; ? = inconclusive; / = no result given. The order is random. Share with any hit: about 2.4%.

SMILES | Rac1 GTP hydrolysis | GPR35 antagonists | GPR55 LPI antagonism | SIAH1 antagonists | HIV fusion peptide | NTR1 agonist | NTR1 agonist cell count 20 µM | Myeloid diff MLP | Myeloid diff MLP GFP+ MAC1+ % | LYP phosphatase | PhoP inhibition
Nc1cnc(CNc2ccccc2Cl)cn1 | 6% | -6% | 10% | 8% | 1.8% | 0.3 | 46 | i | 1.3 | -6% | 1%
CCC1(c2ccccc2)NC(=O)N(CC(=O)Nc2cc(Cl)ccc2N2CCOCC2)C1=O (centres undefined) | 1% | / | / | / | / | 1.3 | 71 | i | 0.5 | / | 2%
O=C(COC(=O)c1ccccc1-c1nc2ccccc2s1)NC1CCS(=O)(=O)C1 (centres undefined) | 5% | -16% | 18% | 6% | -0.8% | -0.7 | 56 | i | 0.8 | -5% | -9%
CCOc1cc(C)c(Cl)cc1S(=O)(=O)n1ccnc1 | / | -1% | 15% | 6% | 0.1% | 1.2 | 49 | i | 0.0 | -3% | -3%
c1ccc2c(c1)nc(N1CCOCC1)c1nncn12 | 12% | -2% | -1% | 8% | 1.0% | -0.2 | 37 | i | 1.0 | -8% | 16%
COC(=O)c1cn(C(=O)c2ccc(C)c(C)c2)c2ccccc12 | -1% | 13% | -3% | -5% | -0.9% | -2.0 | 42 | i | 0.7 | 1% | -6%
CCOC(=O)C1=C(C)OC(N)=C(C#N)C1c1cc2ccccc2nc1N1CCCCC1 (centres undefined) | / | -20% | -8% | 0% | 9.2% | -0.1 | 59 | / | / | -6% | -5%
Fc1ccc(CN2CCCN(Cc3nc(-c4ccc5c(c4)OCO5)no3)CC2)cc1 | 8% | 10% | 7% | 1% | -1.6% | -1.6 | 85 | i | 0.3 | -6% | -9%
Cc1ccc(C(=O)Nc2cccc3[nH]c(C(F)(F)F)nc23)cc1 | 5% | -8% | -7% | -1% | 0.4% | 9.7 | 84 | i | 7.1 | -3% | /
COC(=O)Cn1c(N)[n+](Cc2ccccc2)c2ccccc21 | 6% | / | / | / | / | 15 | 101 | i | 1.0 | / | 7%
O=C(CNC(=O)c1ccco1)Nc1ccc(OC(F)F)cc1 | -1% | -5% | 9% | 9% | 1.2% | / | / | i | 0.7 | -7% | 7%
Nc1nc(Br)c2c(F)cccc2c1-c1ccc(Cl)cc1 | -4% | -14% | 20% | 0% | 2.8% | 2.6 | 86 | i | 7.9 | -4% | -5%
CC(NC(=O)[C@@H](NC(=O)[C@@H]1Cc2ccccc2CN1)C(C)C)c1ccccc1 (some centres undefined) | -43% | -12% | -7% | -1% | -0.4% | 0.0 | 54 | i | 5.8 | -10% | 2%
Cc1cc(C(=O)N/N=C/c2ccc([N+](=O)[O-])o2)c(C)o1 | 8% | 10% | 10% | 9% | 17% | 0.4 | 66 | i | 1.3 | -8% | -3%
O=Cc1ccc(-n2cccn2)cc1 | 5% | -8% | 2% | 7% | -0.6% | 0.1 | 40 | i | 0.6 | -4% | -3%

By substructure: those above with fluorine (four)
SMILES | Rac1 GTP hydrolysis | GPR35 antagonists | GPR55 LPI antagonism | SIAH1 antagonists | HIV fusion peptide | NTR1 agonist | NTR1 agonist cell count 20 µM | Myeloid diff MLP | Myeloid diff MLP GFP+ MAC1+ % | LYP phosphatase | PhoP inhibition
Fc1ccc(CN2CCCN(Cc3nc(-c4ccc5c(c4)OCO5)no3)CC2)cc1 | 8% | 10% | 7% | 1% | -1.6% | -1.6 | 85 | i | 0.3 | -6% | -9%
Cc1ccc(C(=O)Nc2cccc3[nH]c(C(F)(F)F)nc23)cc1 | 5% | -8% | -7% | -1% | 0.4% | 9.7 | 84 | i | 7.1 | -3% | /
O=C(CNC(=O)c1ccco1)Nc1ccc(OC(F)F)cc1 | -1% | -5% | 9% | 9% | 1.2% | / | / | i | 0.7 | -7% | 7%
Nc1nc(Br)c2c(F)cccc2c1-c1ccc(Cl)cc1 | -4% | -14% | 20% | 0% | 2.8% | 2.6 | 86 | i | 7.9 | -4% | -5%

The results go on.
SMILES | Rac1 GTP hydrolysis | GPR35 antagonists | GPR55 LPI antagonism | SIAH1 antagonists | HIV fusion peptide | NTR1 agonist | NTR1 agonist cell count 20 µM | Myeloid diff MLP | Myeloid diff MLP GFP+ MAC1+ % | LYP phosphatase | PhoP inhibition
O=C(NCc1ccc2c(c1)CCO2)Nc1cccc(C(F)(F)F)c1 | / | 2% | 9% | -1% | 0.3% | -0.8 | 47 | i | 1.9 | -5% | -7%
COc1ccccc1C1CC(c2ccc(F)cc2)Nc2ncnn21 (centres undefined) | 5% | 13% | -9% | 4% | 2.5% | -0.3 | 72 | i | 0.8 | -5% | -4%
O=S(=O)(c1ccc2c(c1)CCCN2)N1CCCC2CCCCC21 (centres undefined) | 8% | 16% | 9% | -1% | 2.2% | 5.2 | 91 | i | 0.8 | 2% | -5%
Cc1ccc(C(=O)N2CCN(C(=O)N3CCOCC3)CC2)cc1 | 9% | -1% | 15% | 0% | 0.4% | -2.0 | 60 | i | 0.7 | -4% | 13%
O=C(CC1CCCCC1)OCn1nnc2ccccc2c1=O | 4% | -16% | 10% | 2% | -2.5% | 5.1 | 45 | i | 2.1 | -6% | -11%
COc1ccc(N2C(=O)C3ON(C4SC(=S)N(C)C4(C)C)C(c4ccc([N+](=O)[O-])cc4)C3C2=O)cc1 (centres undefined) | -2% | -6% | 3% | 7% | 0.2% | 0.3 | 68 | i | 0.5 | 10% | 3%
Cc1nn(-c2ccccc2)c(C)c1/C=N/NC(=O)CSc1nnc(SCc2ccccc2Cl)s1 | 6% | -14% | 4% | -2% | -2.7% | 1.2 | 36 | i | 0.6 | -1% | -1%
O=C(C1CCCCC1)N1CCN=C1SCc1cccnc1 | 6% | -3% | 2% | -2% | 0.5% | 2.1 | 62 | i | 0.8 | -7% | 8%
COc1ccc(NC(=O)c2cc3c(CO)cnc(C)c3oc2=Nc2cccc(C)c2)c(OC)c1 | -2% | -11% | -5% | -2% | -3.3% | 5.4 | 98 | i | 0.4 | -4% | /
COc1cc(CNc2cccc3[nH]c(C(F)(F)F)nc23)cc(OC)c1 | 5% | -1% | -5% | -2% | -2.5% | 5.6 | 83 | i | 1.3 | -7% | -5%
CC(NC(=S)NCCc1ccccc1)C(c1cccs1)N1CCN(C)CC1 (centres undefined) | 9% | -20% | 0% | -8% | -0.6% | 0.5 | 58 | i | 1.8 | -4% | 1%
CCCSc1ccc2nc(-c3ccccc3)cn2c1 | 13% | -9% | 15% | 1% | 1.0% | 4.3 | 36 | i | 0.2 | -4% | -7%
COc1ccccc1NS(=O)(=O)c1cc(NC(=O)C2CCC2)ccc1N1CCCCC1 | 10% | 9% | -12% | -1% | -1.0% | 1.8 | 62 | i | 0.5 | -3% | -7%
O=C(O)c1cc(S(=O)(=O)N2CCCCC2)ccc1Cl | 0% | 12% | 11% | -5% | -0.4% | -0.2 | 60 | i | 0.4 | -6% | 7%
CC(=O)O[C@H]1CSC[C@H]1NC(=O)c1ccccc1 | 5% | 18% | 10% | -3% | -1.3% | -1.5 | 39 | ? | / | -3% | 1%
Nc1ccc(C(=O)OCC(=O)NC2CCCc3ccccc32)cc1[N+](=O)[O-] (centres undefined) | 8% | -5% | -2% | -1% | 0.0% | 0.2 | 62 | i | 1.6 | -2% | -3%
CCOc1ccc(N2C(=O)c3cccnc3C2Nc2ccc(C)cc2)cc1 (centres undefined) | 6% | 2% | -3% | 7% | 1.7% | -0.5 | 71 | i | 5.5 | -3% | -1%
COc1cc(CNCCCN2CCOCC2)c(Br)cc1OC(C)C | 8% | 1% | -2% | 6% | -1.0% | -0.1 | 56 | i | 0.4 | -8% | 1%
COC(=O)[C@@H]1C[C@H]1[C@@H](NC(=O)c1cc(C)on1)c1ccccc1 | 8% | / | / | / | / | 3.6 | 71 | i | 2.3 | / | -4%
COc1cc(S(=O)(=O)Nc2cccc3cn[nH]c23)c(OC)cc1C | -3% | 1% | 14% | 1% | -1.6% | -0.3 | 65 | ? | / | -3% | -3%
O=C(Nc1cccc([N+](=O)[O-])c1)c1cc(S(=O)(=O)N2CCOCC2)cs1 | 11% | 2% | 11% | 3% | 1.1% | -0.4 | 66 | i | 6.3 | 2% | -6%
O=C(NCc1ccccc1F)C1CCCN1C(=O)Nc1ccc(F)cc1 (centres undefined) | 7% | -8% | 2% | 1% | 0.6% | -0.1 | 71 | i | 1.0 | -9% | 2%
COC(=O)COc1ccccc1C(N)=O | 3% | -6% | 12% | 1% | 2.7% | -1.0 | 68 | i | 0.7 | -5% | 8%
CCOC(=O)C1CCN(C(=O)COC(=O)CCOc2ccc(C)cc2)CC1 | 2% | 14% | -13% | -4% | 0.8% | -0.2 | 67 | i | 1.1 | -4% | 5%
Cc1nn(CCCC(=O)Nc2ccccn2)c(C)c1[N+](=O)[O-] | -5% | 4% | -4% | 1% | -0.8% | -0.7 | 62 | i | 0.4 | -1% | -3%
Cc1ccc(OCC(=O)Nc2ccc(C(=O)O)cc2NC(=O)COc2ccc(C)c(C)c2)cc1C | 13% | -8% | 11% | -2% | 24% | 1.0 | 82 | i | 0.4 | -5% | -3%
O=C(NCCc1cccc(F)c1)C1CCN(S(=O)(=O)c2ccc(F)cc2)CC1 | 11% | 5% | 1% | -5% | -0.5% | -2.4 | 69 | i | 1.3 | -8% | 22%
CC(C)(C)c1cc(-c2ccccc2)n[nH]1 | 17% | -12% | 17% | 3% | -0.7% | 2.8 | 63 | i | 0.2 | -2% | -3%
CCOc1cc(CNCc2ccc(C(=O)O)cc2)ccc1OC | -4% | -15% | 1% | -5% | 0.0% | 0.8 | 45 | i | 0.3 | 2% | -5%
COCCN(C(=O)COC(=O)c1sccc1C)c1c(N)n(Cc2ccccc2)c(=O)[nH]c1=O | 4% | 4% | 0% | 5% | 0.6% | 1.0 | 90 | i | 2.6 | -9% | -4%
CCC(C)(C)NC(=O)CN(Cc1ccc2c(c1)OCO2)C(=O)CCC(=O)Nc1cc(C)ccn1 | -3% | -9% | 16% | -3% | 0.3% | 1.0 | 55 | i | 0.6 | 0% | -2%
CCCCCC#CCC#CCC#CCC#CCCCC(=O)O | / | -10% | -4% | 6% | 12µM* | -2.1 | 59 | / | / | 24% | 8%
COc1ccc(NC(=O)Oc2ccccc2)cc1Cl | 17% | -4% | 10% | 2% | 1.0% | 0.2 | 62 | i | 0.2 | -3% | 3%

Screening data: PubChem, several laboratories
